MT stabilizer – microtubule stabilizers in HeLa cells, primary screen, imaging, high-content imaging. AID 2205, 2009. % tubulin-high responders, % at 10 µM. actives 0.83% (n = 200,000). HeLa tubulin immunostaining HCS, 24 h; share of cells brighter than vehicle mean+2SD;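 active = plate Z-score above 3 for both tubulin-high and condensed-nucleus cell shares, with cell loss under 80%, at 10 µM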;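 also: anti alpha tubulin signal scored within the nucleus-defined area of each cell; some results filed as inactive read as strong as hits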
Autophagy HCS – autophagy modulators in MEF cells, primary screen, imaging, high-content, MEF GFP-LC3; MEF GFP-LC3 puncta imaging; test concentration mostly 10 µM; calls only at 10 µM (by protocol); actives 0.98% (n = 190,000);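 active = percentage of spot-positive cells more than 3 SD above its plate mean, without a fluorescence outlier flag or 80% toxicity; inconclusive = no clear call, values can overlap the other calls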;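 also: spot-positive cell cutoff set from DMSO-treated cells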
NOD2 inhibition – NOD2 signaling inhibitors, cell-based, luminescence, uHTS, HEK293 (AID 1566). HEK293 NOD2/NF-kB luciferase reporter, luminescence; higher % means a stronger effect. inhibition, % at 4 µM, or EC50 in µM where a hit was titrated. actives 0.63% (n = 290,000); in the data active = inhibition above about 50%; also: many of its hits are not listed in these tables
Insulin prom up – insulin promoter activators in MIN6 cells, imaging, high-content screening, mouse beta cells | MIN6 insulin promoter-GFP reporter; hits give high values | actives 0.3% (n = 190,000) | z-score at 5 µM;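 active = z-score above 3 at 5 µM with at least 500 cells counted in the well; inconclusive = wells under 500 cells, flagged as cytotoxic or low count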
Dynein transport – inhibitors of GR-EGFP nuclear translocation, primary screen, dynein cargo transport inhibitor project, imaging, high-content, 3617.4 mouse cells; test concentration mostly 20 µM; stimulated with dexamethasone, 1 µM; hits give low values; z-score, hits read low; actives 0.47% (n = 220,000);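 active = plate z-score of nuclear minus cytoplasmic receptor signal below a set negative limit, without overly bright fluorescence or cell loss, cut at about -3.5 in these data, passing the limit was not always enough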;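 also: z-score of nuclear minus cytoplasmic ring GR-EGFP intensity difference per well; some compounds called inactive have numbers as strong as hits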
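Also added – dexamethasone, 1.0 µM final · Buffer or medium – tet-free, stripped-serum medium · Schedule – induction 48 h, compound 1 h, agonist 30 min · Detection – formaldehyde fixation, Hoechst nuclear stain, 10x automated fluorescence imaging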
NOD1 NF-kB reporter – NOD1 signaling inhibitors, primary screen, cell-based, luminescence, uHTS (AID 1578); NOD1-driven NF-kB luciferase reporter cells, luminescence; higher % means a stronger effect; inhibition, % at 4 µM, or EC50 in µM where a hit was titrated; actives 1% (n = 290,000); in the data active = inhibition mostly above about 36%, no sharp cut-off; inactive = mostly below about 34%;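 also: HEK-293T reporter cells stimulated with the NOD1 agonist gamma-tri-DAP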
bCat nuc transl – modulators of beta-catenin nuclear translocation, primary screen, imaging, HeLa cells, immunofluorescence, high-content; nuclear translocation activity, % at 5 µM; actives 0.3% (n = 190,000); AID 1665, 2009;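 active = nuclear translocation activity above 50% at 5 µM, with a well cell count of 50 or more; inconclusive = wells under 50 cells across six images, flagged as toxic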;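 also: per-cell ratio of nuclear to cytoplasmic median beta-catenin stain intensity; plate controls were DMSO negative control for no effect and GSK-3 inhibitor IX positive control for full effect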
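Assay system: human HeLa cells, native beta-catenin; doses: 5 µM primary, 0.02–20 µM confirmation; incubation: compound treatment 24 h, 37°C, 5% CO2; technique: fluorescence imaging of beta-catenin antibody stain plus DAPI; measure: % activation, nuclear-to-cytoplasmic median beta-catenin signal ratio per cell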
P. falciparum M17LAP – P. falciparum M17LAP inhibitors, primary screen, biochemical, fluorogenic H-Leu-NHMec substrate, 1536-well (AID 1619); actives 0.38% (n = 220,000); recombinant M17LAP, H-Leu-NHMec fluorogenic kinetic assay; higher % means a stronger effect; Leucine aminopeptidase (Plasmodium falciparum (isolate 3D7)); inhibition, % at 30 µM, or IC50 in µM where a hit was titrated;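 active = compound inhibiting the enzyme by more than half at any dose during confirmatory dose-response retesting; inconclusive = strong single-dose inhibitors picked by rank but not retested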;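 also: plate controls were full reaction with DMSO carrier for no effect and no enzyme background for full effect; strong numbers were not always called active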
Yfh1-off respiration – enhancers of respiration in Yfh1-depleted yeast, dose response, Friedreich's ataxia, plus single-dose screen (AID 1465); fold induction at 50 µM; hits with a dose series show EC50 in µM; actives 0.074% (n = 220,000); S. cerevisiae Yfh1-off respiration, WST-1 reduction, 72 h; higher fold induction means a stronger effect;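 active = fold induction of absorbance versus untreated yeast above a set limit, then at least 30% activation at any dose in follow-up; inconclusive = repeats straddling the limit, or above it without dose testing; inactive = fold induction below the set limit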;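 also: activators that raise dye reduction in frataxin-depleted yeast; strong numbers were not always called active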
Dynein transport cytoplasmic EGFP – second read-out of Dynein transport, no call of its own (marks repeat the call); z-score; measured here: cytoplasmic GR-EGFP intensity; hits give high values
Dynein transport nuclear GR-EGFP – recorded beside Dynein transport, whose call it bears; z-score; measured here: nuclear GR-EGFP intensity;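 lower value marks the stronger effect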
Dynein transport cell count – also measured in Dynein transport; calls as there; z-score; measured here: cell count per field
Insulin prom up cell count – also measured in Insulin prom up; calls as there; cell count; measured here: cytotoxicity, nuclei count;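 total cells summed across four imaged fields per well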
bCat nuc transl cell count 5 µM – also measured in bCat nuc transl; calls as there; cell count; measured here: cell count, cytotoxicity flag
MT stabilizer Hoechst-high % – second read-out of MT stabilizer, no call of its own (marks repeat the call); % Hoechst-high responders; measured here: nuclear condensation Hoechst responders;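 share of cells brighter than vehicle mean plus two SD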
MT stabilizer cytotoxicity % – recorded beside MT stabilizer, whose call it bears; toxicity, %; measured here: cytotoxicity by cell density;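 0% = mean cell density of plate MIN control wells and 100% = no cells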
Autophagy HCS cell loss 18 h – recorded beside Autophagy HCS, whose call it bears; toxicity, %; measured here: cell loss, nuclei count;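 cell loss after 18 h compound exposure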
Numbers without * were called inactive; i = inactive; ? = inconclusive; / = not tested or not shown. Some of the compounds tested (hit frequency here may not be typical).

Order of results: MT stabilizer, MT stabilizer Hoechst-high %, MT stabilizer cytotoxicity %, Autophagy HCS, Autophagy HCS cell loss 18 h, NOD2 inhibition, Insulin prom up, Insulin prom up cell count, Dynein transport, Dynein transport cytoplasmic EGFP, Dynein transport nuclear GR-EGFP, Dynein transport cell count, NOD1 NF-kB reporter, bCat nuc transl, bCat nuc transl cell count 5 µM, P. falciparum M17LAP, Yfh1-off respiration
[1] CC(=O)Nc1ccc(-c2ccc3nnc(C)n3n2)cc1
  3.7, 2.2, 7.5, i, 1.0, -10.8%, 0.73, 1265, 0.902, -0.192, 0.582, -0.455, -35.6%, ?, /, -2.2%, i
[2] C/C(=N\NC(=O)c1ccn(C)n1)c1cccc(NC(=O)c2ccncc2)c1
  2.8, 2.2, 4.0, i, -10.4, 0.4%, -0.22, 1366, -0.349, -0.323, -0.568, 0.819, -28.2%, /, /, 27.8%, i
[3] Cc1ccc(-n2c(SCC(=O)N3CC(=O)Nc4ccccc43)nc3ccccc3c2=O)cc1
  2.5, 3.7, 7.7, i, -39.1, 10.0%, -0.7, 1371, -0.306, -0.23, -0.306, 0.0174, -18.4%, 3.4, 1086, -1.5%, i
[4] Cc1cc(N2CCC(N(C)C3CCCC3)CC2)nc2cc(O)ccc12
  5.3, 1.8, 2.6, i, 18.6, -10.6%, 0.74, 2045, 1.15, 0.00538, 0.988, -0.479, -5.1%, -0.9, 1066, -114.9%, i
[5] Cc1ccc(NC(=S)NCCc2ccccc2)nc1
  1.7, 1.9, 6.1, i, -16.3, -50.9%, 0.26, 1598, -0.418, -0.286, -0.141, 1.23, -23.2%, -7.0, 1126, -22.2%, i
[6] CCOC(=O)N1CCN(S(=O)(=O)c2ccc3c(c2)CCN3C(=O)C2CCC2)CC1
  3.2, 2.6, 8.5, i, -14.9, 13.3%, 0.01, 1235, -0.118, -0.252, 0.53, -0.0265, -2.8%, 1.3, 1088, -46.9%, i
[7] CCOc1ccc(OCCOCCN2CCOCC2)cc1
  1.0, 1.4, 8.2, i, -1.7, -4.7%, 0.68, 952, 0.979, -0.281, 0.0949, -0.249, -7.5%, /, /, 10.9%, i
[8] Cc1cccc2cc(C3CC(c4cccs4)=NN3C(=O)CCC(=O)O)c(Cl)nc12 (stereo not given)
  1.0, 2.8, 11.8, i, -8.3, 16.2%, -0.05, 1455, 1.07, -0.279, 0.837, 0.314, -30.0%, -0.2, 1080, 15.0%, i
[9] Cc1cc(C)c2c(n1)nn1c(NCCOCCO)cc(C)nc21
  3.8, 2.9, 6.0, i, 6.4, -0.9%, -0.09, 958, -0.0162, -0.119, 0.28, 0.95, -16.0%, -4.5, 1188, i, i
[10] CN(C)c1cccc(NC(=O)Cc2ccc(F)cc2)c1
  1.3, 4.7, 12.3, i, -0.5, -25.5%, -0.14, 1166, -0.397, -0.138, -0.122, 1.18, -18.5%, -4.2, 889, 16.7%, i
[11] COc1cc(C(N)=O)cc(Cl)c1OC
  1.2, 0.6, 2.2, i, 19.7, 18.0%, -0.84, 1486, -0.0008, -0.238, 0.165, -0.229, 0.9%, 1.8, 1108, 4.6%, i
[12] CCOc1ccccc1NC(=O)CN1CCC(NC(=O)c2ccccc2)CC1
  2.7, 1.7, 4.4, i, -3.1, 1.8%, -0.69, 1600, -0.667, -0.192, -1.01, -0.415, 14.3%, -2.0, 1322, -2.3%, i
[13] CC(C)(C)Nc1scc(-c2ccccc2)[n+]1-c1ccccc1
  1.2, 2.1, 7.2, i, -6.4, 4.1%, -1.32, 1138, 0.517, -0.172, 0.337, -0.431, -20.4%, 0.3, 1126, -7.9%, i
[14] COc1ccc(N2CCN(C(=O)CC(NC(N)=O)c3cccc(Oc4ccccc4)c3)CC2)cc1 (stereo not given)
  3.2, 2.1, 7.7, i, -9.5, 8.9%, -0.83, 849, -0.721, -0.299, -0.4, 0.703, 10.0%, -1.2, 1110, 3.2%, i
[15] N#Cc1cnc(Nc2ccc(F)cc2)nc1N
  /, /, /, /, /, -4.7%, -0.25, 1015, -0.725, -0.253, 0.0555, 0.775, -11.5%, -0.5, 1308, 6.3%, i
[16] CC1=NN(c2ccc(Cl)cc2)C(=O)/C1=C\c1cccn1-c1ccc(S(N)(=O)=O)cc1
  2.8, 4.0, 4.0, i, -14.7, -17.8%, /, /, -0.985, -0.32, -0.788, 0.354, -28.1%, 0.8, 976, 5.9%, i
[17] C=C1[C@@H](OC(C)=O)CC[C@]2(C)[C@@H]1C[C@@H]1C[C@H](OC(C)=O)C(C)=C([C@@H](OC(C)=O)[C@@H]2OC(C)=O)C1(C)C
  /, /, /, /, /, 16.1%, /, /, 0.225, -0.694, 0.219, -0.44, -3.3%, -0.7, 1154, -2.7%, i
[18] CCOC(=O)C1CCCN(c2c(Nc3ccc(C)c(C)c3)c(=O)c2=O)C1 (stereo not given)
  2.0, 1.3, 2.8, i, 7.3, -9.1%, -0.63, 1899, -0.157, -0.182, 0.148, 0.348, -10.2%, 0.1, 1082, 30.3%, i
[19] CCc1cccc(C)c1NC(=O)CSc1nnc(-c2cc3cc(Br)ccc3o2)n1CC
  3.6, 2.1, 3.6, i, 0.9, -38.9%, -0.47, 1284, -0.104, -0.217, 0.429, -0.5, -28.8%, /, /, -1.4%, i
[20] CC(C)(C)OC(=O)N/N=C/c1cccn1-c1ccc([N+](=O)[O-])cc1
  /, /, /, /, /, 14.4%, -0.57, 1358, -0.107, -0.216, -0.144, -0.0505, -6.6%, -3.6, 1279, 4.3%, i
[21] Cc1ccc(NC(=O)C(C)N=C2NS(=O)(=O)c3ccccc32)cc1 (stereo not given)
  3.1, 1.9, 0.0, i, 0.6, -0.6%, 1.03, 1570, 0.825, -0.339, 0.0106, 0.05, -50.6%, -1.0, 1123, -3.3%, i
[22] COc1ccc(C(C(=O)NC2CCCCC2)N(C(=O)Cc2c[nH]c3ccccc23)c2ccc(NC(C)=O)cc2)cc1OC (stereo not given)
  1.0, 1.3, 10.2, i, 2.5, -3.7%, -0.27, 1547, 0.326, -0.173, 0.38, 0.15, -2.1%, 0.7, 1386, 6.9%, i
[23] CC[n+]1c(C)sc2cc(C)ccc21
  3.3, 1.5, 10.6, i, -48.5, 5.7%, 1.38, 1251, -0.491, -0.193, -0.0404, 0.826, -29.1%, -0.2, 1488, -5.0%, i
[24] O=C(/C=C/c1ccc(OCCCF)cc1)NCc1cccc(Cl)c1
  0.8, 1.4, 12.6, i, 6.4, 18.9%, -0.09, 1186, -0.284, -0.132, -0.234, 0.437, 8.5%, 0.4, 1372, -11.7%, i
[25] COc1ccccc1N(CC(=O)Nc1ccc2c(c1)OCCO2)S(C)(=O)=O
  4.2, 2.8, 9.5, i, -10.6, -11.5%, 1.79, 1227, 0.982, -0.139, 0.668, 0.715, -15.0%, -2.5, 1112, -6.5%, i
[26] CCC(c1nnnn1C(C)(C)CC)N(CCCO)Cc1cc2cc(C)cc(C)c2[nH]c1=O (stereo not given)
  2.3, 2.5, 13.9, i, 2.8, 9.2%, -1.36, 1116, -0.165, -0.0209, 0.719, -0.444, 8.3%, -1.9, 759, 12.8%, i
[27] CN(C)C(CN=C1NS(=O)(=O)c2ccccc21)c1ccco1 (stereo not given)
  2.3, 0.8, 1.4, i, 17.7, -11.9%, -0.51, 1689, -0.602, -0.207, -0.297, 0.923, -18.1%, 0.3, 1055, -0.3%, i
[28] CC(C)(C)S(=O)(=O)Cc1nc(-c2ccc(Cl)c(Cl)c2)cs1
  /, /, /, /, /, -5.7%, -1.5, 1375, -0.918, -0.196, -0.577, 1.48, 6.5%, -5.4, 1215, -5.7%, i
[29] O=C1c2cccnc2C(=O)N1Cc1cccs1
  0.9, 3.1, 7.5, i, 2.3, 13.5%, -0.49, 960, -0.698, -0.239, -0.144, 0.571, 19.5%, -2.3, 1201, 7.1%, i
[30] CC1(C)Cc2c(sc3c2c(=N)n(Cc2ccco2)c(=O)n3Cc2ccccc2)CO1
  1.2, 0.4, 1.1, i, -7.2, 13.2%, -0.17, 1304, -0.392, -0.108, 0.0785, -0.295, 5.3%, 0.7, 987, 16.0%, i
[31] C=CCn1c(SCC(=O)C(C)(C)C)nnc1-c1cccs1
  5.7, 2.4, 8.2, i, 12.6, 2.2%, 1.31, 877, 0.583, -0.252, 0.727, -0.813, 4.9%, 0.4, 1146, 5.5%, i
[32] CCCN(CCC)CCCNC(=O)c1cc2c(=O)[nH]c3ccccc3c2n1C
  3.6, 2.2, 3.6, i, 13.0, 9.6%, 0.19, 1339, -0.674, -0.3, -0.214, 1.05, -17.6%, -2.0, 1108, -4.3%, i

Compound activity from PubChem.
